NR2E3 ag-1 – NR2E3 agonists in two-hybrid cells, primary screen, cell-based, luminescence, CHO-S, Gal4-NCOR/VP16-NR2E3. Photoreceptor-specific nuclear receptor (Homo sapiens), Q9Y5X4. luciferase. inhibition of corepressor binding, % at 3.98 µM. 0.35% of 360,000 active. AID 602229, 2012;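 active = inhibition above the mean of all tested compounds plus 3 SD, cut at about 70% in these data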;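 note: 0% = DMSO with NR2E3 transfected cells and 100% = cells lacking NR2E3 construct; higher means lower luciferase signal from less NR2E3 corepressor binding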
Target sequence (Q9Y5X4 whole entry, looked up, the tested form may be a part): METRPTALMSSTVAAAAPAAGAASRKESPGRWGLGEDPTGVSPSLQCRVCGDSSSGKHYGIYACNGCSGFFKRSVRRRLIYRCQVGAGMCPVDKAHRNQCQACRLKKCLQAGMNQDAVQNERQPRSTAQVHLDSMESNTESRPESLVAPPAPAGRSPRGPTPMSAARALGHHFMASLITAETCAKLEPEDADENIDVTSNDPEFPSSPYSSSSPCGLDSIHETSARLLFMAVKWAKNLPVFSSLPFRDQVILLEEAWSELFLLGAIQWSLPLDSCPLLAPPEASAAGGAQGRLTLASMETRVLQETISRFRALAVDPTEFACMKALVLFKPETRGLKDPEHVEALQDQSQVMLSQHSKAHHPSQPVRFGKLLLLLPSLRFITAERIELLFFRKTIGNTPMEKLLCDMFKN
KKLEB cytotox – cytotoxicity in KKLEB CF airway cells, primary screen, cytotoxicity control for CF NF-kB inhibitor project, cell-based, uHTS, fluorescence assay plates. 0.36% of 360,000 active. KKLEB CF airway cells viability, ATPlite luminescence, overnight; stronger effect = lower value; cells stimulated with P. aeruginosa culture filtrate. activity change (cytotoxicity), % at 5 µM;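 active = corrected activity change at or below -50% at 5 µM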
EBV LMP1 NFkB – EBV LMP1-driven NF-kappaB luciferase reporter inhibitors, primary screen, cell-based, luminescence, single point | LMP1-induced NF-kappaB luciferase reporter cells | inhibition, % at 12.5 µM | 0.69% of 350,000 active; in the data active = inhibition above about 41%;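 note: 0% = neutral control wells and 100% = reference inhibitor control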
NR2E3 ag-2 – inhibitors of NR2E3-RetCOR corepressor binding, primary screen, NR2E3 agonist project, biochemical, TR-FRET, GST-NR2E3, biotin-RetCOR | 1536-well | inhibition of corepressor binding, % at 4.78 µM | 0.12% of 320,000 active | AID 2300, 2010;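 active = percent inhibition above the cutoff of mean plus 3 SD of all tested compounds, set per screening campaign, cut at about 20% in these data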;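 note: 0% = DMSO wells and 100% = biotin wells as full block of FRET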
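Assay system: NR2E3–RetCOR corepressor complex. Quantity: 1.35 nM GST-NR2E3. Buffer or medium: pH 7.5 Tris-based buffer. Reagent: biotinylated RetCOR corepressor at 7 nM final. Schedule: 5 h at 4 °C. Detection: TR-FRET, emission read at 617 and 671 nm. Replicates: one well per compound, singlicate testing.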
iPSC survival up – enhancers of single-cell hiPSC survival, primary screen, ATPlite luminescence; 100% = ROCK inhibitor wells, 0% = DMSO; survival enhancement, % at 20 µM; 0.044% of 360,000 active; in the data active = survival enhancement above about 18%;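 note: cells exposed to compounds for 16 hours before the ATP read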
Shn3 3UTR inh – reduction of Shn3 3'UTR firefly luciferase signal, primary screen, Schnurri-3 inhibitor project, cell-based, Clone20 osteoblasts, set 2; Clone20 osteoblast Shn3 3'UTR firefly luciferase, 24 h; inhibition, % at 12.5 µM; 0.52% of 360,000 active; AID 588674, 2011;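 active = mean inhibition of at least 75% with every replicate also reaching 75%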;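 note: 0% = median of neutral control wells and 100% = pilot-screen positive control compound; some compounds past the cut are filed as inactive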
HIF-2a inh – HIF-2a reporter inhibitors, primary screen, luminescence, 786-0 RCC cells; 786-0 RCC cells HIF-2a reporter, luciferase luminescence, overnight; inhibition, % at 18.8 µM; 0.72% of 360,000 active;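 active = inhibition of the luminescence signal of 40% or more relative to plate controls, in a single-dose primary screen at 18.75 µM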
CF NFkB inh – inhibitors of PAF-induced NF-kB signaling, primary screen, cell-based, GFP fluorescence, uHTS. inhibition, % at 5 µM. AID 588850, 2011. KKLEB NF-kB-GFP reporter, GFP fluorescence overnight. 0.86% of 360,000 active;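 active = at least 50% inhibition at 5 µM, scaled per plate between neutral and stimulator controls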;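 note: PAF is a Pseudomonas aeruginosa culture filtrate used as stimulus; plate controls were PAF-stimulated DMSO wells for no effect and unstimulated DMSO wells for full effect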
C8 TRAIL sens – viability loss with TRAIL in NB7+C8 cells, primary screen, TRAIL sensitizer project, cell-based, ATPlite luminescence | inhibition (viability loss, TRAIL sensitization), % at 10 µM | 1% of 360,000 active;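 active = compounds causing at least 50% loss of cell viability in the single-dose screen, relative to plate controls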
Peg3 promoter – Peg3 promoter-driven luciferase inhibitors, primary screen, cell-based, HeLa, luciferase luminescence; HeLa PEG-Prom luciferase reporter, overnight; inhibition, % at 20 µM; 1.7% of 360,000 active; AID 588405, 2011;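 active = inhibition of at least 50% at 20 µM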
TRPM1 prom inh – inhibitors of MITF-dependent TRPM1 promoter reporter, primary screen, cell-based, SK-MEL-5, single point, luciferase; inhibition, % at 12.5 µM; 0.83% of 330,000 active; SK-MEL-5 TRPM1 promoter luciferase, 24 h;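 active = mean inhibition across replicates of 60% or more, whatever share of single replicates reaches that level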; note: values of inactives mirror those of a sister screen read the other way
* = called active by the depositor; · = not tested or not shown. This is a subset; count on the stated rates, not on these rows.

SMILES	NR2E3 ag-1	KKLEB cytotox	EBV LMP1 NFkB	NR2E3 ag-2	iPSC survival up	Shn3 3UTR inh	HIF-2a inh	CF NFkB inh	C8 TRAIL sens	Peg3 promoter	TRPM1 prom inh
COC(=O)c1oc2ccccc2c1NC(=O)c1ccccc1O	-2	-14	-2	5	2.0	15	-11	19	-14	20	17
O=C1C2C(C(=O)N1Cc1ccco1)C1C=CC2C12CC2 (stereo unspecified)	-20	-4	3	2	-2.1	-16	20	17	-7	7	1
Cc1ccccc1C1C(C#N)=C2N=C(N)c3c(sc4c3CCCCC4)N2C2=C1C(=O)CCC2 (stereo unspecified)	-8	-2	-9	-1	2.2	-4	-5	4	11	1	19
Cc1cccc(NCc2ccccc2O)c1C	10	-24	3	0	-1.9	-15	-6	-2	-2	-17	-12
CC(=O)Nc1ccc(/C=N/N2CCCCC2)cc1	-4	8	-25	-4	-0.6	-31	-130	-5	0	-158	-70
CC1CCCN(CC(O)COc2ccc(Cl)cc2)C1 (stereo unspecified)	-16	-7	3	0	-1.8	18	5	0	3	-1	11
O=C(NC1CCCC1)c1ccc(COc2ccccc2Br)o1	6	-5	·	5	-0.1	-4	-62	33	33	-6	-13
O=C(Nc1ccc2c(c1)OCO2)c1ccc2c(c1)OCO2	-133	4	12	-2	-3.0	-16	-63	-32	71*	-142	-18
CC(C)CCNC(=O)[C@H](Cc1ccccc1)N1Cc2ccccc2C1=O	-14	-6	4	-2	-0.5	16	13	12	16	0	1
O=C(Nc1nccs1)C1CC=CCC1C(=O)OCC(F)(F)C(F)F (stereo unspecified)	4	7	4	4	-0.5	-6	13	1	10	-12	7
CC(=O)Nc1cccc(C(=O)OCc2csc(CC(=O)Nc3ccccc3C)n2)c1	11	4	3	3	-0.9	19	-5	-20	0	-11	5
C=CCNS(=O)(=O)c1ccc(OC)c(C)c1	-24	3	3	2	0.8	-9	19	13	-16	12	-11
CC(C)c1nc2cc(Cl)ccc2n(Cc2ccccc2)c1=O	-10	-7	-2	2	-0.3	3	-24	7	1	7	-15
CCc1nc2ccccc2n1CC(=O)Nc1cc(C)on1	-3	-6	-1	-1	-2.0	-3	-2	-5	-5	-15	-13
Cc1ccc(CCNC(=O)c2ccc(NC3=NC4CS(=O)(=O)CC4S3)cc2)cc1 (stereo unspecified)	8	-18	-5	-1	0.7	-11	1	13	-13	10	1
N#CC(C#N)=C1C=CC=CN1/C(=C\c1ccccc1Cl)C(=O)c1ccccc1	-22	-58*	0	1	-1.4	87*	97*	81*	16	108*	77*
O=C(CNC(=O)c1cccc(F)c1)N/N=C/c1ccc([N+](=O)[O-])s1	6	0	-3	2	-0.6	21	1	5	12	3	71*
COc1ccc(C(=O)N/N=C(\Cc2ncc[nH]2)c2ccccc2)cc1	-44	6	-17	0	-0.1	1	-74	-1	5	-14	-6
COc1ccc2cc(/C=N/NC(=O)c3ccc(CN(c4cccc(Cl)c4Cl)S(C)(=O)=O)cc3)c(Cl)nc2c1	-11	28	-4	0	-0.5	33	23	-5	11	17	19
O=S(=O)(c1ccccc1)N(Cc1cccc(F)c1)c1ccccc1	-1	-11	-1	·	0.1	8	7	11	8	14	-7
COc1ccc(C(=O)N2CCCC(Nc3ccc(C(C)C)cc3)C2)c(OC)n1 (stereo unspecified)	-13	10	7	-2	0.0	9	5	-18	4	22	7
Cc1noc(C)c1COC(=O)Cc1ccc(Cl)c(Cl)c1	-31	-5	1	1	-2.6	11	2	5	-43	-5	-18
Cc1c(C(N)=O)sc2ncn(CC(=O)N(C)C3CCCCC3)c(=O)c12	-7	-13	0	0	-0.5	17	4	21	3	-5	7
O=C(CC(c1ccccc1)c1ccco1)N1CCCCC1 (stereo unspecified)	-8	-1	9	-1	-0.9	-4	14	1	6	4	-3
COc1cc(Cl)c(C)cc1Nc1ncccn1	-16	5	-5	4	-0.5	-12	-47	-21	-11	-61	4

Reprinted from the part before: 4 entries, followed by the next part.
SMILES	NR2E3 ag-1	KKLEB cytotox	EBV LMP1 NFkB	NR2E3 ag-2	iPSC survival up	Shn3 3UTR inh	HIF-2a inh	CF NFkB inh	C8 TRAIL sens	Peg3 promoter	TRPM1 prom inh
Cc1noc(C)c1COC(=O)Cc1ccc(Cl)c(Cl)c1	-31	-5	1	1	-2.6	11	2	5	-43	-5	-18
Cc1c(C(N)=O)sc2ncn(CC(=O)N(C)C3CCCCC3)c(=O)c12	-7	-13	0	0	-0.5	17	4	21	3	-5	7
O=C(CC(c1ccccc1)c1ccco1)N1CCCCC1 (stereo unspecified)	-8	-1	9	-1	-0.9	-4	14	1	6	4	-3
COc1cc(Cl)c(C)cc1Nc1ncccn1	-16	5	-5	4	-0.5	-12	-47	-21	-11	-61	4
C/C(=N\O)c1ccc2[nH]ccc2c1	-34	1	-21	-3	-1.0	-14	-78	13	-1	-43	-38
OCC1OC(n2cnc3ccccc32)CC1O (stereo unspecified)	-29	1	-8	-1	-0.3	15	13	13	2	-3	-3
N#C/C(=C/c1ccc(-c2ccc(S(=O)(=O)N3CCOCC3)cc2)o1)C(=O)NC1CC1	-22	-6	0	·	0.1	10	3	-7	0	20	-8
OC[C@H]1O[C@@H](n2cnc3c(NC4CCCC4)ncnc32)[C@H](O)[C@@H]1O	7	-18	12	4	2.8	5	-4	-5	-2	1	-14
O=S(=O)(c1ccc(N2CCC(c3ccc(Cl)cc3)=N2)cc1)N(CCO)CCO	10	0	-12	5	1.7	-7	-31	-28	0	-34	-20
CCOC(=O)[C@@H]1[C@H]2COc3cc(OC)ccc3[C@@H]2N2C(=O)N(c3ccc(Br)cc3)C(=O)[C@]12C	-16	-16	-10	-3	8.3	-2	-56	9	-7	-72	-2
Cc1cc(NCCN(C)C)n2nc(-c3cccs3)cc2n1	-3	-1	6	1	-0.9	-7	-13	-15	-12	11	-7
CCn1c(CSCc2ccc(C)cc2)n[nH]c1=S	-18	-2	2	·	0.6	8	7	-2	-12	2	9
O=C1OCC2=C1C(c1ccccc1)CC(=O)N2c1ccc(F)cc1 (stereo unspecified)	-5	-3	1	0	-0.7	-3	15	-7	-4	6	4
COc1ccc(S(=O)(=O)N2CCC(c3nc4ccccc4[nH]3)CC2)cc1	16	-2	5	2	0.8	9	23	-4	-2	23	25
COc1ccc(OC)c(Nc2nc(N)c([N+](=O)[O-])c(N3CCOCC3)n2)c1	13	-6	-3	2	0.6	33	1	21	-7	2	-34
Cc1ccc(S(=O)(=O)O)c(C)c1N1CCCC1=O	-25	-6	2	9	2.8	-18	14	6	-3	-7	-2
CCc1ccccc1N1CSC2=C(C#N)C(c3ccccc3F)CC(=O)N2C1 (stereo unspecified)	-25	0	0	1	0.1	11	-10	-39	-1	-2	-10
Cc1cc(NC(=O)COC(=O)C2CCC2)no1	-4	8	-2	-2	-0.9	9	9	5	-6	7	8
O=C1CSC(c2cccc([N+](=O)[O-])c2)N1CCN1CCCCC1 (stereo unspecified)	17	15	3	1	-3.8	2	20	5	-4	3	14
CCCC(=O)N1CCc2cc(OC)c(OC)cc2C1c1cc2cc3c(cc2[nH]c1=O)OCO3 (stereo unspecified)	-12	6	-2	4	-2.3	9	3	-5	-10	8	-2
O=C(O)c1cccc(Sc2cc(Cl)ccc2C(=O)O)c1	0	-2	0	0	3.4	9	7	16	-7	-20	4
CC(=O)c1c(C)[nH]c(C(=O)CN2CCN(S(=O)(=O)c3ccccc3[N+](=O)[O-])CC2)c1C	37	-3	12	0	0.3	67	4	-10	18	23	17
Cc1ccc(Cn2c(SCc3cccnc3)nc3c2c(=O)n(C)c(=O)n3C)cc1	-22	2	-4	7	1.2	20	5	-4	-10	20	-12
Cc1cc(Oc2ccc(Cl)cc2)nc(-c2ccccn2)n1	-24	-9	2	2	0.3	6	4	1	-11	1	3
O=C(CSc1n[nH]c(-c2ccncc2)n1)Nc1ccc(Cl)c(Cl)c1	-8	-7	-6	3	-0.4	-7	12	19	2	9	3
O=C(NCC1CCCO1)c1ccc(NC(=O)c2ccc([N+](=O)[O-])cc2)cc1 (stereo unspecified)	-8	-7	3	1	-0.1	-2	14	17	10	14	-1
N#C/C(=C\c1ccncc1)C(=O)Nc1ccc(C(=O)O)cc1	3	1	3	1	-0.1	-5	10	6	-27	18	-6
Cc1ccc(NC(=O)c2cc3c(=O)oc4ccccc4c3s2)nc1	10	-12	-4	1	-2.6	-3	12	3	18	6	-6
O=C(CSc1nc2ccc([N+](=O)[O-])cc2[nH]1)c1ccc(Cl)cc1	-19	-13	-8	0	2.5	-6	-5	10	-4	30	13
Further records follow.
SMILES	NR2E3 ag-1	KKLEB cytotox	EBV LMP1 NFkB	NR2E3 ag-2	iPSC survival up	Shn3 3UTR inh	HIF-2a inh	CF NFkB inh	C8 TRAIL sens	Peg3 promoter	TRPM1 prom inh
CC(C)(C)N(Cc1ccccc1)C(=O)COC(=O)C1=NN(c2ccccc2)C(=O)CC1	-8	10	-3	·	-0.4	8	3	-24	-15	2	3
CC1=CC(C)(C)Nc2ccc(OC(=O)CN3C(=O)c4cccc5cccc(c45)C3=O)cc21	-29	5	2	0	-3.1	31	74*	-5	9	-23	22
CCN(C(=O)CN1C(=O)S/C(=C\C=C\c2ccccc2)C1=O)C1CCS(=O)(=O)C1 (stereo unspecified)	16	20	-7	1	-0.5	-22	-39	-20	14	-28	-12
CCCCNC(=S)NC(C)(C)CO	-12	1	-2	2	1.3	14	13	0	-8	16	7
O=C(N/N=C/c1ccco1)c1ccc(C(=O)N/N=C/c2ccco2)o1	2	13	2	-2	-0.7	5	2	-11	-14	-2	-11
COc1ccc(S(=O)(=O)NC2CCSc3ccccc32)cc1OC (stereo unspecified)	4	-2	-1	-3	0.5	8	6	8	12	-18	3
Fc1ccccc1CCNc1c2c(nc3ncnn13)CCCC2	28	-2	26	3	1.3	53	10	37	12	5	18
CN1CCN(NC(=O)c2cc([N+](=O)[O-])cc([N+](=O)[O-])c2)CC1	0	7	-18	0	-2.6	-24	-5	-14	0	2	28
COc1cc(C2C(C#N)=C(N)Oc3cc(C)oc(=O)c32)cc(OC)c1OC (stereo unspecified)	-22	-4	-7	0	0.5	-5	16	0	6	15	2
CC(=O)NC(CC(=O)OCC(=O)N1c2ccccc2NC(=O)C1(C)C)c1ccccc1 (stereo unspecified)	-26	-12	5	0	0.6	-4	17	7	-17	1	0
CC(=O)N/C(=N/c1nc(C)cc(C)n1)Nc1cccc(C)c1	-26	-7	9	3	0.6	9	11	-52	-12	-4	0
Cc1cc(=O)oc2c(CN3CCOCC3)c(O)ccc12	-37	-2	0	·	0.9	18	12	25	6	2	12
